Screening results as filed in PubChem BioAssay.
Hsp70 act: Hsp70 transcriptional activators, primary screen, cell-based, HeLa, Hsp70 promoter luciferase, luminescence, 10 µM. activation, % at 10 µM. HeLa Hsp70 promoter luciferase reporter; scaled: vehicle 0, proteasome-inhibitor control 100%. 0.04% of 200,000 active. AID 1203, 2008;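 active = activation above the mean across all tested compounds plus 3 SD, cutoff set per campaign, cut at about 5.5% in these data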;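 note: 100% = MG132 at 30 µM as the positive control and 0% = DMSO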
STAT3 inh: IL-6 driven STAT3 reporter inhibitors, primary screen, U3A cells, luciferase, luminescence, MLSCN library; IL-6 STAT3-luciferase reporter; host cell line lacks STAT1; inhibition, % at 5.5 µM; 0.89% of 190,000 active;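 active = inhibition above the mean inhibition across all screened compounds plus 3 SD, cut at about 44% in these data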;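 note: 0% = DMSO only wells and 100% = 100 µM nifuroxazide control wells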
RAM inhibit: inhibitors of the yeast RAM network, primary screen, dse1pr::URA3 reporter, 5-FOA selection | 1.8% of 190,000 active | inhibition, % at 50 µM | S. cerevisiae dse1pr::URA3 reporter, 5-FOA growth OD615, 2 d; analog-sensitive cbk1-as2 kinase mutant strain;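 active = inhibition above a set limit, 3 SD over mean compound inhibition, cut at about 8.4% in these data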;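 note: 0% = DMSO-only wells with no growth and 100% = 10 µM 1-NA-PP1 full growth; inhibition rescues growth on 5-FOA so higher OD means more RAM inhibition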
STAT1 act: STAT1 signaling activators, primary screen, cell-based, HTS, luciferase reporter; NIH 3T3 STAT1-luciferase reporter, IFN-gamma, luminescence; 100% = IFN-gamma alone, no compound; activation (% of control), % at 5.5 µM; 2.6% of 200,000 active; AID 932, 2007;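 active = activation above the screen-wide mean activation plus 3 SD, cut at about 130% in these data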;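 note: raw ratio to IFN-gamma control signal so 100% means no change and 0% no light; values of inactives mirror those of a sister screen read the other way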
STAT3 activator: IL-6 driven STAT3 reporter potentiators, primary screen, U3A cells, luciferase, luminescence, MLSCN library; IL-6 STAT3-luciferase reporter; 100% = signal with IL-6 EC80 alone; activation (% of control), % at 5.6 µM; 0.91% of 190,000 active; AID 871, 2007;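 active = activation above the screen-wide mean of compound activation plus 3 SD, cut at about 130% in these data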;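 note: 0% = background luminescence of wells with medium and substrate only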
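system = STAT3-luciferase reporter U3A cells | reagent = IL-6 stimulus at 33 ng/mL final | timing = 1 h compound pre-exposure, 6 h IL-6 stimulation, 37 °C | measured by = luminescence | evaluation = % activation versus median of IL-6-stimulated wells | control set = IL-6-only wells as 100% reference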
STAT1 blocker: STAT1 signaling inhibitors, primary screen, cell-based, HTS, luciferase reporter. NIH 3T3 STAT1-luciferase reporter, IFN-gamma, luminescence. inhibition, % at 5.5 µM. 0.35% of 200,000 active. AID 920, 2007;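 active = inhibition above a set limit, the mean inhibition across all tested compounds plus 3 SD, cut at about 34% in these data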;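 note: 0% = IFN-gamma with DMSO and 100% = IFN-gamma with 300 µM nifuroxazide; values of inactives mirror those of a sister screen read the other way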
NF-kB neuron act: activators of NF-kB expression in neurons, primary screen, cell-based, HTS. human neuronal cells, NF-kB reporter expression; hits give high values. fold change at 12.5 µM. 1.6% of 190,000 active; in the data active = fold change above about 3.3
APP transl inh: inhibitors of APP translation via 5'UTR reporter, primary screen, APP 5'UTR luciferase, SH-SY5Y cells; SH-SY5Y APP 5'UTR-luciferase reporter, luminescence; 0.82% of 190,000 active; inhibition, % at 2 µM;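 active = inhibition above a set limit, derived from the sample mean plus 3 SD, cut at about 45% in these data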; note: values of inactives mirror those of a sister screen read the other way
APP 5'UTR act: activators of APP 5'UTR luciferase reporter, primary screen, SH-SY5Y cells | SH-SY5Y APP 5'UTR luciferase reporter, luminescence; zero percent = DMSO vehicle wells | activation, % at 2 µM | 1% of 190,000 active;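 active = activation above a set limit, based on mean plus 3 SD of controls, cut at about 140% in these data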; note: values of inactives mirror those of a sister screen read the other way
FLuc inh counter: firefly luciferase enzyme inhibitors, primary screen, artefact control for luciferase-based inhibitor screens, biochemical, luminescence, ATPLite; Luciferin 4-monooxygenase (Photinus pyralis), P08659; 10 min; inhibition, % at 10 µM; 1.5% of 200,000 active;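 active = inhibition above about 50% when tested at 10 µM, limit read from the data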
Target sequence (P08659 whole entry, looked up): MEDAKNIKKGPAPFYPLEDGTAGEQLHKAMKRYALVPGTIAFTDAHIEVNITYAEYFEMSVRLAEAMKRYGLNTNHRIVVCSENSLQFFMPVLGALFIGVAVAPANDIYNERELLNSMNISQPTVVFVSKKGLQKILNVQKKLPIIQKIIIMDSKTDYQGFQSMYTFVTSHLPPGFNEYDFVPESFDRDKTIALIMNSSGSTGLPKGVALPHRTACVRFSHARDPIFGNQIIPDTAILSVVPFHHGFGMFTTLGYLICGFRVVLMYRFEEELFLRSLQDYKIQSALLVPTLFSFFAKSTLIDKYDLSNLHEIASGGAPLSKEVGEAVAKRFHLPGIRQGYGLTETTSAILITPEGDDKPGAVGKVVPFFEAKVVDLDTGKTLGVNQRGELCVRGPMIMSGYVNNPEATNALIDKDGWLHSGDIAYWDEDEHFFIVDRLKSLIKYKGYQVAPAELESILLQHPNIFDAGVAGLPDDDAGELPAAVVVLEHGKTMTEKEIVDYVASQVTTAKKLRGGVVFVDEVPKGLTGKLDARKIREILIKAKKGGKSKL
Numbers without * were called inactive; . = no result given. Outcome played no part in choosing rows; any-hit rate near 7.7%.

SMILES | Hsp70 act | STAT3 inh | RAM inhibit | STAT1 act | STAT3 activator | STAT1 blocker | NF-kB neuron act | APP transl inh | APP 5'UTR act | FLuc inh counter
Cc1cc(C)c(NS(=O)(=O)c2ccc(NC(=O)CCC(=O)O)cc2)c(C)c1 | -0.1 | 0 | 3.2 | 99 | 108 | -1 | 1 | -15 | 15 | -6
Cc1n[nH]c(=O)nc1NC1CCCCC1 | -0.5 | 9 | 1.2 | 98 | 98 | 2 | 1.1 | 60* | -60 | -4
Cc1cc(C(C#N)c2ccccc2F)n2ncnc2n1 (stereo unspecified) | 0.1 | 10 | 1.3 | 89 | 94 | 10 | 1.2 | 12 | -12 | -4
CNC(=S)N/N=C/c1cn(CCOc2ccc(OC)cc2)c2ccccc12 | -0.5 | 1 | -0.1 | 97 | 98 | 3 | 1.3 | 1 | -1 | 3
Cc1noc(C)c1S(=O)(=O)NCCc1ccc(S(N)(=O)=O)cc1 | -0.2 | -1 | 4.0 | 100 | 104 | 0 | 1.2 | 2 | -2 | -7
Cc1ccc(-c2nnn(CC(=O)N(CC(=O)NCc3ccccc3)c3cccc(C)c3C)n2)o1 | -0.3 | -4 | 1.5 | 92 | 106 | 9 | 0.78 | 6 | -6 | -4
Cc1ccccc1OCc1nc(-c2ccc(NC(=O)c3cccs3)cc2)no1 | 0.1 | -6 | 2.6 | 123 | 105 | -26 | 1.3 | -58 | 58 | 15
Cc1cc(NC(=O)COC(=O)COc2ccc(Cl)cc2C)c([N+](=O)[O-])cc1C | -0.2 | 3 | 10* | 98 | 96 | 2 | 1.1 | 9 | -9 | -1
CCN(CC)c1ccc(NC(=O)COc2ccc(N(C)S(=O)(=O)c3cccs3)cc2)cc1 | 0.0 | -6 | 0.2 | 106 | 112 | -8 | 1.1 | -10 | 10 | -5
CC(=O)N1CCc2cc(Br)cc(S(=O)(=O)N3CCN(c4ccccn4)CC3)c21 | -0.1 | 8 | . | 98 | 95 | 3 | . | 8 | -8 | -4
O=c1cc(O)nc(-c2ccccc2)s1 | -0.5 | 7 | 0.2 | 108 | 98 | -11 | 1.2 | -8 | 8 | -1
COc1ccccc1N1CCN(C(=O)c2ccc(N3CCCC3=O)cc2)CC1 | -0.1 | 12 | 0.8 | 104 | 93 | -4 | 1.1 | 13 | -13 | -5
CCCCNC(=O)CNC(=S)N(Cc1ccccc1F)C1CCCCC1 | -0.3 | 5 | 0.8 | 100 | 103 | 0 | 1.2 | -18 | 18 | -8
C=CCN1CCN(C(CCC)c2nnnn2Cc2ccco2)CC1 (stereo unspecified) | -0.2 | 5 | 0.1 | 104 | 101 | -6 | 1.2 | 5 | -5 | -6
O=C(NC1CCS(=O)(=O)C1)/C(=C/c1ccc(Cl)cc1)NC(=O)c1ccccc1 (stereo unspecified) | -0.3 | -4 | 0.8 | 101 | 101 | 2 | 1.2 | -5 | 5 | -5
Cc1ccc(OCCCCn2ccnc2C)c(C)c1 | -0.2 | 26 | -1.3 | 83 | 82 | 16 | 1 | -11 | 11 | -6
CC(=O)c1cccc(N/C=C\c2nnnn2-c2ccc(F)cc2)c1 | -0.2 | -5 | 4.0 | 110 | 102 | -12 | 1.1 | -5 | 5 | 0
CN(C)CCC(=O)N1c2ccccc2Sc2ccc(Cl)cc21 | -0.1 | -4 | 0.0 | 95 | 108 | 4 | 1.1 | -1 | 1 | -5
O=C(N/N=C/c1ccccc1Br)c1ccc(CSc2cccc3cccnc23)cc1 | -0.1 | 20 | 2.4 | 100 | 86 | 0 | 1 | 13 | -13 | 1
O=C(Nc1ccc([N+](=O)[O-])cc1)Nc1nc(-c2ccc(Cl)s2)cs1 | -0.2 | 13 | 2.3 | 98 | 91 | 2 | 0.79 | 56* | -56 | -5
Cc1ccc(NC(=O)CCn2ccc([N+](=O)[O-])n2)nc1 | 0.0 | 20 | 3.0 | 104 | 82 | -5 | 1.2 | 6 | -6 | -4
COc1cccc(-n2c(SCC(=O)O)nnc2-c2cccnc2)c1 | -0.2 | 4 | -1.1 | 109 | 101 | -10 | 1 | -4 | 4 | -6
c1ccc(OCCCc2nc(-c3cccnc3)no2)cc1 | -0.2 | 15 | -0.8 | 89 | 91 | 11 | 0.96 | 1 | -1 | -4
COc1ccc2oc(=O)c(-c3cn4ccc(C)cc4n3)cc2c1 | -0.1 | 16 | 0.0 | 120 | 89 | -24 | 1.3 | -41 | 41 | 3
c1ccc(Oc2nc3ccccc3n3cccc23)cc1 | -0.5 | 16 | 0.8 | 102 | 88 | -2 | 0.97 | -5 | 5 | -8

Individual results from the results shown:
Value of CC(=O)c1cccc(N/C=C\c2nnnn2-c2ccc(F)cc2)c1 under RAM inhibit: 4.0
Value of O=C(Nc1ccc([N+](=O)[O-])cc1)Nc1nc(-c2ccc(Cl)s2)cs1 under Hsp70 act: -0.2
Value of Cc1ccc(OCCCCn2ccnc2C)c(C)c1 under NF-kB neuron act: 1

Returning to the listing, repeating the six entries before the break.
SMILES | Hsp70 act | STAT3 inh | RAM inhibit | STAT1 act | STAT3 activator | STAT1 blocker | NF-kB neuron act | APP transl inh | APP 5'UTR act | FLuc inh counter
O=C(Nc1ccc([N+](=O)[O-])cc1)Nc1nc(-c2ccc(Cl)s2)cs1 | -0.2 | 13 | 2.3 | 98 | 91 | 2 | 0.79 | 56* | -56 | -5
Cc1ccc(NC(=O)CCn2ccc([N+](=O)[O-])n2)nc1 | 0.0 | 20 | 3.0 | 104 | 82 | -5 | 1.2 | 6 | -6 | -4
COc1cccc(-n2c(SCC(=O)O)nnc2-c2cccnc2)c1 | -0.2 | 4 | -1.1 | 109 | 101 | -10 | 1 | -4 | 4 | -6
c1ccc(OCCCc2nc(-c3cccnc3)no2)cc1 | -0.2 | 15 | -0.8 | 89 | 91 | 11 | 0.96 | 1 | -1 | -4
COc1ccc2oc(=O)c(-c3cn4ccc(C)cc4n3)cc2c1 | -0.1 | 16 | 0.0 | 120 | 89 | -24 | 1.3 | -41 | 41 | 3
c1ccc(Oc2nc3ccccc3n3cccc23)cc1 | -0.5 | 16 | 0.8 | 102 | 88 | -2 | 0.97 | -5 | 5 | -8
Cn1c(=O)c2ncn(CC(=O)N/N=C/c3ccco3)c2n(C)c1=O | -0.3 | -3 | 0.5 | 99 | 106 | 1 | 0.92 | -10 | 10 | -6
Cc1ccc(NC(=O)c2cc(S(=O)(=O)N3CCC4(CC3)OCCO4)ccc2F)cc1 | -0.5 | 4 | -0.2 | 108 | 100 | -9 | 0.96 | 8 | -9 | -6
O=C(Nc1cccc(NC(=O)C2CC2)n1)C1CC1 | 0.0 | 0 | 1.2 | 102 | 102 | -2 | 0.85 | -3 | 3 | 3
CCCS(=O)(=O)n1nc(-c2ccccc2)cc1N | -0.1 | 4 | 1.1 | 97 | 101 | 3 | 1.5 | -3 | 3 | -6
COC(=O)COc1ccc(Oc2nc(SC)nc(N(C)C)n2)nn1 | 0.2 | 0 | 0.1 | 104 | 104 | -4 | 1.1 | -14 | 14 | -5
COP(=O)(OC)c1nc(-c2ccccc2)oc1N1CCOCC1 | -0.2 | 2 | 1.4 | 96 | 98 | 5 | 1.1 | -13 | 13 | -8
CCN(CC)c1nc(N(CC)CC)[nH]c(=O)n1 | -0.1 | 12 | . | 95 | 93 | 7 | . | -12 | 12 | .
COC(=O)Nc1ccc(S(=O)(=O)N(CCO)CC(F)(F)C(F)F)cc1 | -0.2 | 9 | 2.1 | 99 | 100 | 2 | 0.99 | 2 | -2 | -3
CCCCN=C1NC(=O)C(CC(=O)Nc2ccc(Cl)cc2)S1 (stereo unspecified) | -0.5 | 2 | 1.6 | 95 | 98 | 5 | 0.91 | 12 | -12 | -4
Cc1ccc(CNC(=O)c2ccccc2CCc2ccccc2)cc1 | -0.3 | 5 | 0.2 | 88 | 104 | 12 | 1.1 | 6 | -6 | -4
CC(=O)NCCCNS(=O)(=O)c1ccc(C)cc1 | -0.2 | 12 | 3.9 | 106 | 93 | -8 | 1.2 | -5 | 5 | -6
Cc1cccc(C)c1NC(=O)CCCSc1nnc(N)s1 | 0.0 | 12 | 0.4 | 91 | 96 | 9 | 1 | 9 | -9 | -8
Cc1cc(C(=O)N/N=C/c2c[nH]c3ccccc23)c(C)o1 | -0.2 | 2 | 5.7 | 109 | 99 | -10 | 1.4 | -36 | 35 | 12
CCCCN1C(=O)C(O)(CC(=O)c2c(C)n[nH]c2C)c2cc(Br)ccc21 (stereo unspecified) | -0.1 | 1 | 0.9 | 98 | 102 | 2 | 1.1 | 5 | -5 | -4
CN(CCOCCOc1ccc(Cl)cc1Br)Cc1ccccc1 | 0.1 | 3 | -0.1 | 98 | 103 | 0 | 1.3 | -10 | 10 | 0
COc1cc(C#N)ccc1OCC(=O)NCc1cccs1 | 0.1 | -6 | 0.6 | 116 | 106 | -18 | 1.3 | 1 | -1 | 0
C=CCSc1nnnn1-c1ccc(OC)cc1 | -0.3 | 0 | 0.6 | 100 | 104 | 0 | 1.2 | 5 | -5 | -3
CC(C)(C)NC(=O)C1N(c2cccnc2)C(=O)C2C(C(=O)Nc3ccccc3)C3(C)C=CC21O3 (stereo unspecified) | 0.1 | 8 | 0.1 | 102 | 96 | -1 | 1.3 | -27 | 27 | -1
CCNc1nc(N)nc(Oc2ccc(OCC)nn2)n1 | -0.1 | 0 | 0.8 | 101 | 101 | -2 | 1.5 | -9 | 9 | -3
CCCC1(C(=O)O)NC(c2ccccc2O)C2C(=O)N(c3cccc(Cl)c3)C(=O)C21 (stereo unspecified) | . | . | -0.1 | . | . | . | 1.1 | 3 | -3 | -2
CC1(C)CC(=O)C(C=NCCN2CCN(C(=O)c3ccccc3)CC2)=C(O)C1 | 0.0 | 4 | 0.1 | 103 | 100 | -3 | 0.96 | 8 | -8 | -1
Cc1ccc(-c2nc3ccccn3c2C=O)cc1 | 0.5 | 0 | -0.6 | 132* | 107 | -37 | 3.1 | -58 | 58 | 50*
O=c1cc(CN2CCN(c3ccc(F)cc3)CC2)c2cc3c(cc2o1)CCCC3 | -0.3 | -1 | -0.8 | 104 | 104 | -4 | 1.4 | 24 | -24 | -2
CCOc1ccc(C2C(C(=O)c3ccco3)=C(O)C(=O)N2CCCn2ccnc2)cc1 (stereo unspecified) | 0.4 | 7 | 1.2 | 117 | 97 | -19 | 1.7 | -6 | 6 | -6

Only STAT3 inh and NF-kB neuron act (two entries from above):
compound	STAT3 inh	NF-kB neuron act
O=c1cc(CN2CCN(c3ccc(F)cc3)CC2)c2cc3c(cc2o1)CCCC3	-1	1.4
CCOc1ccc(C2C(C(=O)c3ccco3)=C(O)C(=O)N2CCCn2ccnc2)cc1 (stereo unspecified)	7	1.7
